Bioassay records deposited in PubChem by Sanford-Burnham Center for Chemical Genomics.
Apaf1 inhib: blocks human Apaf-1 apoptosome activity; reconstituted apoptosome caspase-3 activity, DEVD-Rh110 fluorescence; 330,000 compounds, 0.71% hits; O14727; inhibition, % at 20 µM; active = inhibition of at least 40% at 20 µM;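 also: plate controls were DMSO wells for no effect and DEVD-CHO caspase inhibitor wells for full effect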
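Assay system: Apoptosome proteins | Medium: pH 7.5 Hepes buffer with CHAPS, BSA, DTT | Also added: Cytochrome c and DEVD-Rh110 substrate | Times: 30 min plus 50 min, RT | Detection: Rhodamine 110 fluorescence at Ex 480/Em 540 nm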
SENP8 inh: SENP8 protease inhibition. Q96LD8. purified SENP8, Z-RLRGG-aminoluciferin cleavage, luminescence. inhibition, % at 10 µM. 330,000 compounds, 1.2% hits. AID 2540
UBC13 polyUb: human UBC13 polyubiquitination inhibition. 330,000 compounds, 0.47% hits. UBC13 polyubiquitin chain formation, TR-FRET. inhibition, % at 20 µM; in the data active = inhibition above about 45%, passing the limit was not always enough; inconclusive = no clear call, values can overlap the other calls
Target sequence (P61088 whole entry, looked up): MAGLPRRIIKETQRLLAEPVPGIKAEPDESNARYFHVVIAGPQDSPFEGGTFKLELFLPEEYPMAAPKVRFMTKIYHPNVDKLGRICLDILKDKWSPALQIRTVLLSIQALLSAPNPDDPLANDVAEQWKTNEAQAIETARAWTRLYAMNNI
Gli-Sufu block: Gli-Sufu pathway antagonism | Sufu-KO-LIGHT fibroblasts, Gli luciferase reporter luminescence | inhibition, % at 5 µM | 340,000 compounds, 0.74% hits;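 active = inhibition above about 55%, limit read from the data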;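 also: 0% = DMSO-treated cells and 100% = wells with medium but no cells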
697 NFkB inh: lowers PMA/ionomycin-induced NF-kB signal in 697 B cells | 697 B-cell NF-kB luciferase reporter, 16 h | 330,000 compounds, 0.33% hits | inhibition, % at 4 µM; in the data active = inhibition above about 35%
HKDC1 inh: inhibitors of human hexokinase HKDC1. Q2TB90. recombinant HKDC1, G6PDH/diaphorase resazurin coupled fluorescence. inhibition, % at 20 µM. 340,000 compounds, 0.16% hits. AID 493160;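 active = inhibition above about 35% when tested at 20 µM, limit read from the data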;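 also: plate controls were DMSO wells with enzyme for no effect and DMSO wells lacking enzyme for full effect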
Target sequence (Q2TB90 whole entry, looked up): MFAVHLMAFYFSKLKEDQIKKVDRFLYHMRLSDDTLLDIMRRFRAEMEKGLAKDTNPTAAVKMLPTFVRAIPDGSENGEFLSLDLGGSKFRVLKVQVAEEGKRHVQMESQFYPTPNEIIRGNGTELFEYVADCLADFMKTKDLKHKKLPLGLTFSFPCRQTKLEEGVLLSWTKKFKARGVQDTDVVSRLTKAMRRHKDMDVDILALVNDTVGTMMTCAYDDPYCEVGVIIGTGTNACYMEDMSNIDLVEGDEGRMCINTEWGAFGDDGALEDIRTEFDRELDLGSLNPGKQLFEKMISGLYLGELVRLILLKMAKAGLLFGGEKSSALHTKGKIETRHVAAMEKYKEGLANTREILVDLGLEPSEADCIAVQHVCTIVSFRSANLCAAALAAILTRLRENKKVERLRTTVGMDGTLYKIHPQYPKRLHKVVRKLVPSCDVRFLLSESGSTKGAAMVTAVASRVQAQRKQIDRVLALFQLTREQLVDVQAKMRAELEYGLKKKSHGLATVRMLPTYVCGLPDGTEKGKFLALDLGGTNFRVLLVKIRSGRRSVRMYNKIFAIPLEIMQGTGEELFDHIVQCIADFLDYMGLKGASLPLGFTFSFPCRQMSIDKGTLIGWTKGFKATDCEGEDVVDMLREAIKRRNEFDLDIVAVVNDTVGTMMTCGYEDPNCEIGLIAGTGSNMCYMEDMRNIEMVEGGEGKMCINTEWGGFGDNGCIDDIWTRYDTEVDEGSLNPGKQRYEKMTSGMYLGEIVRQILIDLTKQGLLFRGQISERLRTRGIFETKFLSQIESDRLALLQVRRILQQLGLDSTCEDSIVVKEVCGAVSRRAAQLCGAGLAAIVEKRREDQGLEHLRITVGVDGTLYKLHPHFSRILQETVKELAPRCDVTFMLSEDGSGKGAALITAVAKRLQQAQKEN
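Test system: Recombinant HKDC1 (HK5) hexokinase enzyme, produced in-house | Input: HKDC1 at 5 µg/mL | Buffer or medium: Tris pH 8.0 buffer with MgCl2, Tween-20, BSA, BME | Schedule: 90 min reaction incubation at room temperature, dark | Technique: Resazurin-to-resorufin fluorescence via G6PDH and diaphorase coupling, 525/613 nm | Controls: DMSO wells with and without enzyme mix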
Jurkat NFkB inh: lowers PMA/ionomycin-induced NF-kB signal in Jurkat cells; PMA/ionomycin-induced NF-kB luciferase reporter, luminescence; inhibition, % at 4 µM; 330,000 compounds, 0.53% hits
SENP7 block: SENP7 protease inhibition; Q9BQF6; inhibition, % at 5 µM; 330,000 compounds, 1.5% hits; recombinant SENP7, Z-RLRGG-aminoluciferin luminescence, 40 min;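 active = inhibition above about 50% at the single test dose, limit read from the data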;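 also: plate controls were DMSO with enzyme for no effect and no enzyme buffer wells for full effect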
* hit, by the source's call; ? = inconclusive; · = not tested or not shown. Rule as the data show it, unless noted: active = inhibition above about 50%; inactive = the rest.

Results follow in this order: Apaf1 inhib, SENP8 inh, UBC13 polyUb, Gli-Sufu block, 697 NFkB inh, HKDC1 inh, Jurkat NFkB inh, SENP7 block
CCc1nnc2sc(-c3ccc(NC(=O)c4ccco4)cc3)nn12
    -7.5, -30.1, -1.6, -9.5, -1.0, 2.1, 4.6, 7.3
C=C1CCN([C@H](C(=O)NCc2ccccc2)C(C)C)S(=O)(=O)c2ccccc21
    5.1, -13.2, -5.7, -3.5, 19.8, -0.4, 14.4, 8.5
Cc1c(Cl)cccc1NC(=O)COC(=O)CCc1nc2ccccc2n1-c1ccccc1
    14.5, 0.8, 9.7, 2.4, -13.2, 6.4, 9.8, -2.9
CCCCC(CC)CNC(=O)CC1Nc2c3ccccc3nc(=S)n2C1=O (configuration not stated)
    -12.3, -3.5, ?, 36.2, 26.0, -2.8, 4.3, 1.3
NC(=O)c1ccc(NC(=O)COC(=O)c2cccc(Oc3ccccc3)c2)cc1
    -13.0, -3.7, 2.9, -3.0, 15.5, -9.2, 4.2, 3.6
COc1ccccc1-n1cnc2cc(NCc3ccccn3)ccc21
    18.7, -9.6, -12.0, -2.1, -45.0, -2.0, -30.1, -7.3
CCOC(=O)c1ccc(NS(=O)(=O)N2CCCCCC2)cc1
    20.4, 0.2, 4.4, -18.1, -21.8, -4.5, -14.0, 1.4
CCC(C)Sc1cccc(-c2nc3ccc(C)cn3c2NC2CCCCC2)c1 (configuration not stated)
    27.9, -10.4, 33.5, -20.7, -24.8, 3.6, -14.5, -6.9
CC(C)(C)c1ccccc1NC(=O)c1cc(-c2ccncc2)nc2ccccc12
    17.7, 6.6, -4.6, 3.7, 5.9, -4.2, 4.1, 8.8
O=S(=O)(Nc1ccc2cn[nH]c2c1)c1ccc(Cl)s1
    -2.2, -6.8, -2.6, 0.5, -5.5, 3.6, -9.0, -1.1
CCOC(=O)c1c(C)n(C)c2ccc(OC)c(NC(=O)CN3CCCCC3)c12
    4.2, 3.8, -3.4, -2.4, -56.9, -4.7, -2.6, 9.8
Cc1cc(NS(=O)(=O)c2ccc(NC(=O)c3cc4cc(Br)ccc4oc3=O)cc2)no1
    11.9, 0.3, -18.1, 3.1, 5.4, 10.8, 18.1, 6.5
CCOC(=O)c1cc2c(ccn2C)n1Cc1ccc(C#N)cc1
    7.6, -7.4, 8.4, -1.6, 16.5, -3.5, 15.8, -7.9
O=C(CSc1ccccc1)NCC1(N2CCOCC2)CCCCC1
    5.2, -0.6, -2.4, 3.5, 16.1, -2.3, 11.4, 1.7
O=C1CCCN1CCCNC(=S)Nc1ccc(F)c(Cl)c1
    5.4, -4.8, 0.8, 1.6, 10.6, -7.2, 4.0, 6.0
Cc1cccc(NC(=O)CSc2nnc(-c3ccco3)o2)c1C
    -6.8, -3.0, 2.0, -15.7, 16.0, -1.3, 4.8, -2.1
O=C(Nc1cc([N+](=O)[O-])ccc1F)c1cccs1
    -6.6, -4.3, 14.5, 2.2, 13.0, -11.7, 8.1, -1.1
CCOC(=O)CCc1c(C)c2ccc(OCC(=O)N3CCOCC3)c(C)c2oc1=O
    9.7, -1.9, 10.4, 7.7, 10.0, 5.2, 21.3, -2.2
COC(=O)COc1cccc(NC(=O)c2cccs2)c1
    -3.3, -6.0, 3.3, -4.7, 8.2, 2.0, 8.3, -7.1
COc1ccc(/C=C2\CCC/C(=C\C=N\N(C)C)C2=O)cc1
    13.2, -8.2, -3.5, 18.1, -11.6, 3.2, -3.6, -4.5
COc1cccc(C(=O)N(Cc2nc(-c3ccc(C)cc3)no2)C(C)C)c1
    17.0, -1.2, -7.9, -1.4, -11.0, -5.2, -7.7, -5.0
COc1cc(OC)c2c(-c3cccc(-c4ccoc4)c3)cc(=O)oc2c1
    13.8, ·, ·, 6.1, -8.7, 4.4, ·, 5.1
O/N=C\c1cccn1-c1nccs1
    -2.5, 2.5, -1.2, -6.7, -1.0, -1.3, -3.2, 1.3
CC(CNC(=O)CCc1nnc(CCC2CCCCC2)o1)c1ccccc1 (configuration not stated)
    3.1, 0.3, 7.8, 0.1, -15.7, -0.5, -32.6, -2.9
CC(C)Oc1cccc(C(=O)NC(=S)Nc2ccc(Cl)c(C(=O)O)c2)c1
    7.0, -5.0, -5.2, 1.3, 1.8, -5.8, -3.1, 1.2
OCc1ccc(N=Nc2ccccc2)cc1
    5.0, 23.7, -8.4, -51.0, -98.7, 4.3, -115.4, 54.9*
O=C(C1CCC(C(=O)N2CCCCC2)CC1)N1CCCCC1 (configuration not stated)
    -3.5, -4.0, 4.4, -13.6, -9.7, -1.5, 7.6, -7.6
CC(C)(C)n1cnc2cc(NC(=O)c3ccco3)ccc21
    2.5, -18.4, -5.6, -65.8, -81.9, -0.3, -94.1, -15.4
C=CCn1c(C2CCCCC2)n[nH]c1=S
    -2.1, -11.6, -9.3, 7.3, 3.2, 0.7, -6.3, -1.2
Cc1ccc(Nc2ccccc2)nn1
    3.4, -4.0, -4.8, -4.6, 6.1, -4.8, -3.7, -15.4

Fetched by compound from the list above (three):
Results follow in this order: Apaf1 inhib, SENP8 inh, UBC13 polyUb, Gli-Sufu block, 697 NFkB inh, HKDC1 inh, Jurkat NFkB inh, SENP7 block
Cc1ccc(Nc2ccccc2)nn1
    3.4, -4.0, -4.8, -4.6, 6.1, -4.8, -3.7, -15.4
CC(C)(C)c1ccccc1NC(=O)c1cc(-c2ccncc2)nc2ccccc12
    17.7, 6.6, -4.6, 3.7, 5.9, -4.2, 4.1, 8.8
COC(=O)COc1cccc(NC(=O)c2cccs2)c1
    -3.3, -6.0, 3.3, -4.7, 8.2, 2.0, 8.3, -7.1

(continued)
Results follow in this order: Apaf1 inhib, SENP8 inh, UBC13 polyUb, Gli-Sufu block, 697 NFkB inh, HKDC1 inh, Jurkat NFkB inh, SENP7 block
COc1cccc(NC(=O)CN(C)C(=O)Cn2c(=O)oc3ccccc32)c1
    -4.8, -4.3, 3.9, 15.6, -26.3, -5.5, 7.1, -2.3
CCCn1nc(C(=O)Nc2ccc(S(=O)(=O)Nc3nccs3)cc2)c2ccccc2c1=O
    12.1, 3.4, -5.4, 10.8, 21.3, -2.8, 11.2, -0.2
CCCCN(C(=O)c1ccc(-c2ccc([N+](=O)[O-])cc2)o1)c1c(N)n(CC(C)C)c(=O)[nH]c1=O
    -3.4, -7.3, -24.0, 47.5, 12.4, 4.4, -9.4, -4.0
COc1ccc(CCn2c(NN=C3CCCCC3)nc3c2c(=O)[nH]c(=O)n3C)cc1
    -3.4, 2.7, -52.9, 15.6, 18.8, 11.1, 1.4, 4.6
C=CCOc1ccccc1C(=O)/C=C1/C(=O)Nc2ccccc21
    7.5, 6.8, 11.2, -1.7, -6.6, 8.3, 31.3, -3.9
C=CC[C@H](CC(=O)NCCO)C(=O)N[C@H](COC(=O)[C@H](CC=C)CC(=O)OC(C)(C)C)Cc1c[nH]c2ccccc12
    -7.2, 6.2, 16.7, -5.2, -27.5, -4.1, -13.5, -1.8
CC(C)(C)C(=O)CN1C(=O)NC(C)(Cc2ccc3c(c2)OCO3)C1=O (configuration not stated)
    -2.3, 1.6, -1.2, -13.0, -23.9, -3.7, -1.7, -5.7
CCO[C@@H]1OC(C(=O)O)=C[C@H](C2CC2)[C@H]1CCCO
    -7.4, -11.1, -10.3, -12.5, -3.0, 1.6, 1.4, 11.1
COc1ccc(CN2CCC(Oc3cc(C(=O)NC4CC4)ccc3OC)CC2)c(O)c1
    4.2, 9.4, 0.6, 15.6, -0.2, 1.4, 1.0, 4.4
COc1ccc(OC)c(S(=O)(=O)Nc2c(C)cccc2C)c1
    -4.2, 5.0, 6.3, 3.7, 0.7, -12.4, 5.4, -2.7
COc1ccc2c(=O)c(-c3cnn(-c4ccccc4)c3)c(C)oc2c1
    11.2, -6.6, -6.2, -15.9, -7.3, -3.3, -19.8, -17.5
COc1cccc(NC(=O)N2CCCC2C(=O)NCc2ccc(Cl)cc2)c1 (configuration not stated)
    2.3, -5.1, 2.2, ·, -20.9, 2.2, -15.3, -5.2
COc1ccc(-c2noc(CCC(=O)N3CCN(c4cc(C)ccc4C)CC3)n2)cc1
    9.3, -1.7, 3.0, 4.2, 10.2, -1.9, -13.3, 0.6
Cc1cc(Br)ccc1NC(=O)CNC(=O)CN(C)C1CCS(=O)(=O)C1 (configuration not stated)
    6.4, -13.4, -4.5, -6.4, -18.3, -3.3, -8.4, -11.0
COc1ccc(CCNC(=O)[C@H](CC(C)C)NC(=O)N2CCn3c2nc2ccccc23)cc1OC
    11.4, 27.0, 0.3, 37.0, 6.4, 0.6, -19.1, 5.3
Oc1ccc(/C=N/Nc2ccc(Cl)nn2)c(O)c1O
    21.2, 4.8, 20.8, 6.7, -45.5, 32.0, -4.9, 3.7
CCCCn1c2ccc(F)cc2c2nnc(SCCN3CCOCC3)nc21
    15.6, -11.7, -3.4, 22.4, 1.5, 2.6, 8.4, -4.8
Cc1cccc(CN2CCN(C(=S)Nc3ccccc3)CC2)c1
    6.0, -0.2, -1.6, 22.5, -5.4, -10.5, 8.7, 4.3
O=S(=O)(Nc1nc2ccccc2nc1NCC1CCCO1)c1ccccc1 (configuration not stated)
    -8.6, -2.6, -7.7, 9.1, 5.6, -3.2, 0.2, 3.7
COc1ccc(N2C(=O)C3CCCN3C2c2cccc(F)c2)cc1Cl (configuration not stated)
    12.3, -8.2, 2.1, -4.1, 1.9, 1.2, -1.8, -0.4
N/C(=N\OC(=O)c1cccs1)C1(c2ccc(Cl)cc2Cl)CC1
    4.2, 7.1, 1.3, -3.7, 13.2, 2.1, -5.3, 0.1
C/C(=N\NC(=O)C1CC1)c1ccc(NC(=O)c2ccc(Br)o2)cc1
    11.7, -20.6, -18.2, ·, -35.8, ·, -38.2, 1.8
Cc1cnccc1CNC(=O)CC1C(=O)NCCN1CC(C)(C)C (configuration not stated)
    -2.8, -2.0, 3.5, 0.5, 4.8, -5.0, -28.5, 4.5
CCn1ccnc1CN1CCCC(C(=O)c2ccc3cc(OC)ccc3c2)C1 (configuration not stated)
    15.4, -6.2, 6.4, 7.1, -8.0, 14.5, 11.2, -7.8
COc1ccc(NC(=O)CSc2nncn2C)c([N+](=O)[O-])c1
    -24.4, 2.8, 11.5, -5.4, 24.4, 0.8, 7.8, 3.6
NC(=O)NC(=O)CSc1nnc(-c2ccc(Cl)cc2)n1CC1CCCO1 (configuration not stated)
    -2.2, -2.9, 2.7, 2.0, 10.1, -5.0, 0.6, -3.3
O=C(NCCN1CCOCC1)c1cc(-c2ccco2)on1
    -22.3, 4.7, 3.6, -18.5, 26.8, -7.0, -16.9, 3.5
O=C(NCCCNc1ccc([N+](=O)[O-])cc1)C(F)(F)F
    10.0, -8.2, -11.6, -8.4, -21.4, 12.5, -3.4, -6.7
Nc1nnc(CSCc2ccccc2)s1
    -10.8, 7.6, -1.7, 7.0, 9.2, -0.9, 11.0, 3.6
CCN(CC)CCCOc1ccc(C)cc1Br
    4.7, -6.8, -16.4, 7.4, -2.4, -2.1, 1.1, -6.3
O=C(CNC(=O)c1ccncc1)Nc1ccc(F)c(F)c1
    -5.1, -4.8, 10.3, -0.2, 1.9, -5.0, 0.8, 4.1
CCN(CC)S(=O)(=O)c1ccc2[nH]c(=O)cc(C(=O)N(C)C3CCS(=O)(=O)C3)c2c1 (configuration not stated)
    -10.3, -4.0, -6.2, 2.1, 17.8, -2.5, -7.3, 6.3
CCc1noc(C)c1C(=O)N(Cc1ccccc1)c1c(N)n(CCOC)c(=O)[nH]c1=O
    -4.7, -7.4, 2.3, 4.0, -9.2, -5.4, -5.5, 10.3
CC(=O)N1CCN(c2ccc(NC(=O)c3cccc(Cl)c3Cl)cc2)CC1
    -3.3, -3.7, -0.2, -25.9, 1.3, -0.9, 4.8, -4.2
CN(Cc1cccc(F)c1)C(=O)C1CC(=O)N(c2ccc3c(c2)OCCO3)C1 (configuration not stated)
    -2.3, -6.5, 1.5, 1.8, 4.3, -5.8, -4.0, 9.9
COC(=O)c1[nH]cnc1C(=O)c1ccccc1
    -1.3, -0.2, 1.9, ·, 9.0, 3.0, -22.7, 3.8
